High-throughput results from PubChem BioAssay.
CSM14.1 death rescue = protection against thapsigargin-triggered cell killing – 384-well, CSM14.1, ATP luminescence, primary screen (AID 1222). CSM14.1 thapsigargin-induced death rescue, ATP luminescence; higher % means a stronger effect. cellular ATP content (survival), % at 20 µM, or EC50 in µM where a hit was titrated. 190,000 tested, under 10 active;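 active = EC50 below 50 µM in the dose-response confirmation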;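 note: death triggered by thapsigargin at about 15 µM added after 2 h compound pretreatment; cell ATP read after overnight thapsigargin exposure of roughly 18 to 22 hours; normalized against plate controls of thapsigargin alone and 5% DMSO vehicle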
Large T inhibition = TAg ATPase/helicase activity blockers – biochemical (AID 1903). actives 0.39% (n = 310,000). SV40 large T antigen ATPase/helicase inhibition assay; higher % means a stronger effect. one-dose inhibition, % at 20 µM; IC50 in µM for titrated hits; in the data active = a potency from the dose series; inconclusive = inhibition mostly from about 32% at the one dose, without a potency; inactive = the rest, 99 in 100 with inhibition below about 32%; note: strong numbers were not always called active
NS5 inhibitors = Dengue-2 NS5 methyltransferase inhibitors, primary screen, biochemical, confirmation dose response (AID 588689) | Dengue-2 NS5 methyltransferase capping enzyme assay, biochemical; higher % means a stronger effect | actives 0.3% (n = 340,000) | inhibition, % at 25 µM; hits with a dose series show IC50 in µM; in the data active = a potency from the dose series; inconclusive = inhibition above about 29% without an active follow-up result
XIAP antagonists = small molecules displacing peptide from XIAP – biochemical, IAP family, fluorescence polarization (AID 1018) | XIAP BIR domain, fluorescence polarization peptide displacement; higher % means a stronger effect | one-dose displacement, % at 20 µM; IC50 in µM for titrated hits | actives 0.007% (n = 200,000); in the data active = displacement above about 50%; note: a part of the inactive calls stands beside numbers as strong as those of hits
RSV antiviral HEp-2 = RSV antiviral activity via CPE protection, HEp-2 cells, primary 10 µM value included (AID 2391); HEp-2 cells, RSV-induced CPE inhibition; higher % means a stronger effect; one-dose CPE inhibition, % at 10 µM; IC50 in µM for titrated hits; actives 0.13% (n = 310,000); in the data active = a potency from the dose series; inconclusive = CPE inhibition mostly from about 23% at the one dose, without a potency; inactive = the rest, 99 in 100 with CPE inhibition below about 21%; note: strong numbers were not always called active
Yfh1-off respiration = enhancers of respiration in Yfh1-depleted yeast, dose response, Friedreich's ataxia, plus single-dose screen (AID 1465) | S. cerevisiae Yfh1-off respiration, WST-1 reduction, 72 h; higher fold induction means a stronger effect | one-dose fold induction at 50 µM; EC50 in µM for titrated hits | actives 0.074% (n = 220,000);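 active = fold induction of absorbance versus untreated yeast above a set limit, then at least 30% activation at any dose in follow-up; inconclusive = repeats straddling the limit, or above it without dose testing; inactive = fold induction below the set limit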;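 note: activators that raise dye reduction in frataxin-depleted yeast; strong numbers were not always called active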
UTI89 phage lysis = protection from phage-mediated lysis, alamar blue read-out – E. coli UTI89, K1F phage, bacterial capsule biogenesis inhibitors (AID 488966); actives 0.02% (n = 340,000); E. coli UTI89 K1F phage lysis, alamar blue, 2 h; higher % means a stronger effect; inhibition, % at 100 µM, or IC50 in µM where a hit was titrated;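 active = phage lysis inhibition, versus mean bacterial control, above a set limit; inconclusive = no clear call, values can overlap the other calls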;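 note: capsule biogenesis inhibitors block K1F phage lysis so surviving cells raise fluorescence; higher fluorescence means more inhibition of phage lysis; actives were called in the ten point dose series up to 300 µM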
WT yeast gro inh = growth inhibition of WT yeast, mitochondrial fusion screen. mitochondrial fusion phenotypic screen, WT strain. actives 2.1% (n = 190,000). inhibition, % at 10 µM; in the data active = inhibition above about 58%; tested in S. cerevisiae
West Nile antiviral = inhibition of WNV-induced cytopathic effect – cell-based, CPE readout (AID 1621). West Nile virus-infected cells, CPE inhibition; higher % means a stronger effect. CPE inhibition, % at 10 µM, or IC50 in µM where a hit was titrated. actives 0.02% (n = 290,000); in the data active = a potency from the dose series; inconclusive = CPE inhibition mostly from about 3.7% at the one dose, without a potency; inactive = the rest, 99 in 100 with CPE inhibition below about 2.2%; note: strong numbers were not always called active
WT yeast gro inh mutant strain = recorded beside WT yeast gro inh, whose call it bears; inhibition, %; mitochondrial fusion phenotypic screen, mutant strain inhibition
NS5 inhibitors pilot replicate = also measured in NS5 inhibitors; calls as there; inhibition, %; measured here: pilot screen replicate inhibition
Numbers without * were called inactive; i = inactive; ? = inconclusive; . = no result given; [ ] = another dose, or the depositor's remark.

SMILES	CSM14.1 death rescue	Large T inhibition	NS5 inhibitors	XIAP antagonists	RSV antiviral HEp-2	Yfh1-off respiration	UTI89 phage lysis	WT yeast gro inh	WT yeast gro inh mutant strain	West Nile antiviral	others
CCOC(=O)N1CCC(NC(=O)CCc2nc(-c3ccccc3F)no2)CC1	2.6%	6%	-8%	-4.9%	1.5%	i	0.2%	-6	-4	0.0%
CC1CCN(C(=O)COc2cccc3c2CCN(Cc2ccccc2)C3=O)CC1	1.8%	2%	-5%	-4.7%	13%	.	0.2%	3	-4	.
COc1cccc(C2NC(=O)NC(C)=C2C(=O)Nc2ccc(C)cc2)c1OC (stereo unspecified)	0.7%	16%	-2%	-7.2%	0.6%	i	-2.7%	17	13	-0.1%
CN(C)CCCCCN(C)Cc1cc2ccccc2o1	.	4%	-6%	-5.2%	-3.1%	i	1.9%	-2	-2	-0.3%
COc1ccc(/C=N/Nc2nc3ccccc3o2)cc1OC	-2.6%	6%	-1%	0.6%	-0.7%	i	1.7%	-14	-22	-0.1%
CCOC(=O)CN1C(=O)C(C)(C)Oc2ccc(C(=O)NC(C)(C)CC)cc21	-1.8%	5%	-2%	-0.7%	0.0%	i	0.0%	-10	-2	-0.5%
CCCCn1c(SCC(=O)Nc2ccccc2C(F)(F)F)nc2ccsc2c1=O	-2.0%	-4%	0%	0.0%	2.2%	i	-0.2%	3	8	-0.4%
Cc1cccc(C(=O)NC(=S)NCc2cccnc2)c1	-0.6%	16%	-1%	-7.2%	3.5%	i	1.4%	-8	11	-0.5%
COc1ccc(/C=C/C(=O)N2CCC(c3ccccc3)C2)cc1 (stereo unspecified)	-6.2%	11%	-4%	-14%	4.0%	i	13%	4	-7	-0.1%
Cc1ccc(CCNC(=O)CCn2ccc3cc(S(=O)(=O)N4CCCC4)ccc32)cc1	.	8%	-9%	.	5.6%	.	-0.3%	.	.	-0.6%
CCN(Cc1ccccc1)S(=O)(=O)c1cn(C)cn1	.	4%	-5%	.	0.5%	.	0.2%	.	.	0.0%
CCOC(=O)C1(CCOc2ccccc2)CCN(Cc2ccc(OC)c(O)c2)CC1	.	3%	0%	.	2.5%	.	0.1%	.	.	-1.2%	NS5 inhibitors pilot replicate=-6.1
CCOC(=O)C(C)(C)NS(=O)(=O)c1ccc(Cl)c([N+](=O)[O-])c1	-2.5%	7%	-6%	-4.7%	0.7%	i	0.7%	-1	2	0.5%
COc1cccc(C2CC(=O)N3CN(c4ccccc4F)CSC3=C2C#N)c1 (stereo unspecified)	-1.1%	?	6%	-0.3%	0.3%	i	0.4%	13	6	-0.4%
Cc1ccccc1OCC(=O)N/N=C/c1c(C)nn(-c2ccccc2)c1Cl	-1.0%	14%	-7%	-5.0%	2.3%	i	0.1%	3	-26	-0.6%
CCOc1cc(/C=C/C(=O)NCCc2ccc(S(N)(=O)=O)cc2)ccc1OCC(C)C	.	24%	-4%	.	-0.6%	i	0.2%	.	.	0.6%
COc1ccc(C)cc1NC(=O)CCS(=O)(=O)c1cccc2nonc12	-1.7%	9%	4%	-4.1%	2.4%	i	0.3%	2	11	0.8%
N#CCC(=O)Nc1ccc(C(=O)OCC(=O)Nc2ccccc2-c2ccccc2)cc1	0.7%	9%	.	-3.7%	10.0%	i	.	-11	11	-0.5%
C=CCc1cccc(C=Nc2c[nH]c(=O)[nH]c2=O)c1O	.	8%	5%	.	1.2%	.	0.1%	.	.	-0.1%
O=[N+]([O-])c1ccc(C(O)C(CO)NC(=S)Nc2ccccc2)cc1 (stereo unspecified)	.	8%	4%	.	0.3%	i	-0.8%	.	.	0.1%
Cc1ccc(NC(=O)COC(=O)CN2C(=O)c3ccccc3C2=O)cc1S(=O)(=O)N(C)C	6.8%	3%	-7%	-7.3%	0.7%	i	0.1%	9	8	0.0%
COc1cccc(C(=O)NCCSCc2c(F)cccc2Cl)c1	.	-2%	5%	.	4.2%	.	0.1%	.	.	?
COc1cc(Br)cc(CN2CCN(C=O)CC2)c1O	1.4%	5%	-4%	-2.1%	-1.1%	i	0.5%	-29	-15	0.7%
COC(=O)c1nn(-c2ccc(OC)cc2)c(=O)c2c(N)sc(C)c12	-3.5%	13%	-7%	1.9%	1.0%	i	3.3%	3	-2	-0.2%
Cc1cc(C)cc(OCC(=O)NNC(=O)CCN2C(=O)c3ccccc3C2=O)c1	0.4%	1%	-6%	-7.9%	1.5%	i	0.2%	18	-3	-0.2%
COc1ccc(-n2nc(C(=O)c3cccs3)cc(-c3nc4ccccc4[nH]3)c2=N)cc1	-1.5%	-1%	3%	-0.9%	3.2%	.	0.5%	-2	-2	.
COc1ccc(Cl)cc1NC(=O)NCc1ccco1	0.1%	7%	-1%	5.1%	2.0%	i	0.2%	16	2	-0.5%
NC(=O)c1cccc(-c2cccc(OC(=O)NC3CCCCC3)c2)c1	.	5%	-3%	.	1.3%	.	0.1%	.	.	-0.5%	NS5 inhibitors pilot replicate=2.1
COC(=O)CSc1nnc(CNC(=O)c2ccccc2F)n1-c1ccccc1	-0.7%	7%	-2%	0.9%	1.4%	i	0.7%	7	7	0.3%
Cc1ccccc1NC(C)C(=O)N/N=C/c1c[nH]c2ccccc12 (stereo unspecified)	-0.6%	5%	-3%	1.2%	1.2%	i	7.0%	-8	13	-0.4%
CCOC(=O)C1CCN(C(=O)CCCn2nc(CC)n3c(cc4occc43)c2=O)CC1	.	10%	-4%	.	2.3%	.	0.2%	.	.	-0.3%
O=C(CSc1nnc(-c2ccncc2)n1Cc1ccco1)OC1CCCCC1	1.9%	1%	-1%	-1.4%	0.7%	i	4.8%	-5	23	2.3%
COc1ccc(NS(=O)(=O)c2cc(NC(=O)c3cccs3)ccc2N2CCOCC2)cc1	-1.5%	16%	0%	-3.6%	-0.9%	i	-0.2%	11	10	-0.9%
COCCSc1ccccc1C(=O)N1CCOCC1	2.2%	-8%	-2%	-3.2%	0.8%	i	0.6%	12	-2	0.4%
O=C(COC(=O)c1ccccc1Br)Nc1ccccc1F	0.3%	9%	-9%	-1.7%	1.9%	i	0.5%	-17	9	-0.7%
CCN1CCN(Cc2ccc(NC(=O)c3cc(NC(=O)c4ccc5n[nH]nc5c4)cc(OC)c3)cc2C(F)(F)F)CC1	.	8%	2%	.	-1.7%	i	0.3%	.	.	0.5%
COc1ccc(C(=O)O)cc1F	-2.0%	.	-5%	-16%	0.8%	i	-2.9%	-17	-32	0.1%
CC(=O)c1c(C)n(-c2ccc(Cl)cc2)c2ccc(O)cc12	.	6%	-5%	.	0.9%	.	0.2%	.	.	0.2%
COc1ccc(-c2coc3c(CN4CCCCC4)c(O)c(CN4CCCCC4)c(O)c3c2=O)cc1	0.5%	8%	.	-5.4%	-1.8%	i	.	9	14	-0.7%
CNc1ccccc1C(C)(C)c1cc(-c2cc(C)cc(C)c2)no1	-3.2%	17%	-7%	-12%	12%	i	2.7%	57	-7	0.0%
O=C1CC(CCC(=O)NC2CC2)c2ccccc2N1 (stereo unspecified)	-0.4%	9%	-11%	-7.8%	1.6%	i	5.6%	12	20	-0.2%
COc1cccc(CN(c2ccc3c(c2)CCC3)S(=O)(=O)c2ccc(-n3cnnn3)c(OC)c2)c1	-0.6%	10%	1%	3.4%	17%	i	1.2%[50 µM]	2	18	-0.6%
COc1ccc(N2CCN(C(CNS(C)(=O)=O)c3ccco3)CC2)cc1 (stereo unspecified)	.	28%	1%	-7.0%	0.7%	i	0.0%	-5	-1	0.2%
O=C(Cn1cc2c(n1)CCCCC2)Nc1ccccc1Cl	.	15%	3%	.	-0.6%	i	0.2%	.	.	-0.1%
Cc1ccc(Cn2cc(/C=C/C(=O)O)c(-c3ccccc3)n2)cc1	-1.7%	3%	6%	-4.4%	.	i	-0.3%	4	2	0.1%

Reprinted from the part before: two entries, then new ones.
SMILES	CSM14.1 death rescue	Large T inhibition	NS5 inhibitors	XIAP antagonists	RSV antiviral HEp-2	Yfh1-off respiration	UTI89 phage lysis	WT yeast gro inh	WT yeast gro inh mutant strain	West Nile antiviral	others
O=C(Cn1cc2c(n1)CCCCC2)Nc1ccccc1Cl	.	15%	3%	.	-0.6%	i	0.2%	.	.	-0.1%
Cc1ccc(Cn2cc(/C=C/C(=O)O)c(-c3ccccc3)n2)cc1	-1.7%	3%	6%	-4.4%	.	i	-0.3%	4	2	0.1%
COc1cc2c(cc1OC)C(c1ccc(OC)c(OC)c1OC)CC(=O)N2 (stereo unspecified)	.	10%	-3%	.	1.1%	.	0.0%	.	.	-0.6%	NS5 inhibitors pilot replicate=-5.8
O=C(NCC1CCCO1)c1ccc(S(=O)(=O)Nc2ccccc2F)cc1 (stereo unspecified)	.	10%	4%	.	0.6%	.	1.8%[50 µM]	.	.	.
Cc1cc(-c2ccco2)n(CC(=O)O)n1	-1.2%	19%	-2%	-9.7%	0.3%	i	0.4%	-1	19	0.0%
CCCS(=O)(=O)N1CCC(C(=O)NCc2ccc3c(c2)OCO3)CC1	2.2%	18%	-4%	1.3%	0.2%	i	-0.1%	0	-21	.
Cc1ccc2c(c1)nnn2C1CCN(S(=O)(=O)c2ccc(C(=O)N(C)C)cc2)CC1	-0.8%	1%	1%	-12%	0.8%	i	0.6%	-5	8	-1.0%
COc1ccc(CCN(Cc2ccccn2)C(=S)Nc2ccccc2F)cc1OC	0.2%	16%	-4%	-0.6%	2.3%	i	-0.1%	7	9	0.0%
CCCCn1c(N)c(N(CCOC)C(=O)c2ccc(S(=O)(=O)N(CC)c3ccccc3)cc2)c(=O)[nH]c1=O	.	11%	1%	.	1.2%	.	0.4%[50 µM]	.	.	.
Cc1cc(C)c(C(=O)CC2(O)C(=O)Nc3ccccc32)cc1C (stereo unspecified)	-1.0%	7%	-3%	-5.5%	0.8%	i	-0.5%	-4	-2	0.2%
COc1cccc(NS(=O)(=O)c2cc3[nH]c(=O)c(=O)[nH]c3cc2C)c1	.	13%	-10%	.	2.0%	.	-0.1%	.	.	-0.3%
Cn1c(=S)n(/N=C/c2cccs2)c2ccccc21	.	14%	-1%	.	4.2%	i	-0.7%	.	.	0.7%
CN(C)CCN(C(=O)c1cccc(N2C(=O)CCC2=O)c1)c1nc2ccc(Br)cc2s1	.	28%	-4%	.	-1.0%	.	0.0%	.	.	-0.1%
COc1ccc(S(=O)(=O)n2c([N+](=O)[O-])cnc2C)cc1OC	.	-8%	1%	.	0.9%	.	0.2%	.	.	-0.3%
CCOc1ccc2ccccc2c1C(=O)N1CCN(c2ccccc2)CC1	.	3%	-6%	2.0%	2.3%	i	6.2%	10	26	1.3%
